Source: PubChem BioAssay (several laboratories)
rCAG binder – binders of r(CAG) RNA repeats, primary screen, biochemical, fluorescence; r(CAG) RNA repeat, TO-PRO-1 dye displacement fluorescence; inhibition, % at 3 µM; 370,000 tested, 1.3% active;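 active = inhibition above the plate cutoff, the mean of all test compounds on that plate plus 3 SD, cut at about 35% in these data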;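 also: 0% = DMSO alone and 100% = 100 µM mitoxantrone as full dye displacement; higher means more dye released from RNA so lower well fluorescence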
MBD2 inh – inhibitors of MBD2 binding to methylated DNA, primary screen, biochemical, TR-FRET, DNA-binding domain, human; Methyl-CpG-binding domain protein 2 (Homo sapiens), Q9UBB5; MBD2 binding to methylated oligonucleotide; inhibition, % at 4.4 µM; 370,000 tested, 0.31% active; AID 686964, 2013; in the data active = inhibition above about 13%
Target sequence (Q9UBB5 whole entry, looked up, the tested form may be a part): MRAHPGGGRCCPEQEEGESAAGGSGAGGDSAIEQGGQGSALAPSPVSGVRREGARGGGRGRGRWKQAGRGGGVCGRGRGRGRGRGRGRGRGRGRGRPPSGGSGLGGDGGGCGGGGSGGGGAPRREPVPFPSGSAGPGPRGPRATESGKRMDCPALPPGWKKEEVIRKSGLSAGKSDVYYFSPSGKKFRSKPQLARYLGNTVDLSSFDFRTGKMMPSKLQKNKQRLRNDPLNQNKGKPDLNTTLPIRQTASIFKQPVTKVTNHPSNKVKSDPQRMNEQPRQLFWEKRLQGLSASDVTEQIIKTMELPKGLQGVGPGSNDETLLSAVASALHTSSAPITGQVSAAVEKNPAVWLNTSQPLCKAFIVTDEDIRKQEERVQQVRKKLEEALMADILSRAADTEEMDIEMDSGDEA
HTRA1 inh – HTRA1 serine protease inhibitors, primary screen, biochemical, fluorescence polarization, HTS | inhibition, % at 5.96 µM | recombinant HTRA1, FP-rhodamine activity-based probe | AID 504803, 2011 | 340,000 tested, 0.5% active; in the data active = inhibition above about 36%;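 also: 0% = enzyme with DMSO and 100% = wells lacking enzyme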
LEDGF integ inh – blockers of LEDGF/p75-dependent integrase strand transfer – biochemical, TR-FRET, high throughput, primary screen; HIV-1 integrase (with human LEDGF/p75); TR-FRET IN-LEDGF/p75 DNA integration, Eu/Cy5; inhibition, % at 3.7 µM; 370,000 tested, 0.64% active;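 active = inhibition above the screen-wide mean plus 3 SD, cut at about 13% in these data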;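 also: signal is the Cy5 over europium emission ratio at 671 and 618 nm; 0% = plate median of compound wells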
TCR-CD3 inh – inhibitors of human TCR-CD3 interaction, primary screen, biochemical, fluorescence, TAMRA-labeled TCR probe; inhibition, % at 9.4 µM; 360,000 tested, 0.37% active; in the data active = inhibition above about 19%;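 also: recombinant mutant TCR 2C K166C tagged with TAMRA read by polarization; 0% = receptor in buffer alone and 100% = receptor with positive control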
Rev-erbA mod – modulators of Rev-erb alpha DNA binding, primary screen, biochemical, FITC-DNA, fluorescence polarization, uHTS; Nuclear receptor subfamily 1 group D member 1 (Homo sapiens), P20393; Rev-erbα–FITC-DNA binding, 90 min; activity, % at 10 µM; 370,000 tested, 0.79% active;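 active = activity above about 14%, limit read from the data; passing the limit was not always enough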;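 also: 0% = DMSO wells with 35 nM protein and 100% = DMSO wells with 750 nM protein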
UHRF1 binding – UHRF1 methylated DNA binding inhibitors, primary screen, counter-screen for MBD2 inhibitor project, biochemical, TR-FRET, human UHRF1, single concentration | inhibition, % at 4.4 µM | UHRF1 binding to methylated oligo | E3 ubiquitin-protein ligase UHRF1 (Homo sapiens), Q96T88 | 370,000 tested, 0.75% active; in the data active = inhibition above about 21%;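 also: UHRF1 SRA domain binding a hemimethylated CpG hairpin DNA probe; 0% = median of test compound wells and 100% = reference inhibitor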
PG9 binder – binders of HIV-1 gp120 antibody PG9, primary screen, biochemical, TR-FRET | TR-FRET gp120-PG9 antibody binding | 360,000 tested, 0.43% active | inhibition, % at 6.7 µM | HIV-1 gp120 / PG9 antibody interaction; in the data active = inhibition above about 8.5%
PRMT1 inh – PRMT1 methyltransferase inhibitors, primary screen, biochemical, fluorescence polarization; Protein arginine N-methyltransferase 1 (Homo sapiens), Q99873; recombinant PRMT1, activity-based probe fluorescence polarization; inhibition, % at 2.79 µM; 370,000 tested, 1.3% active;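 active = inhibition above about 21% made by adding two undisclosed values, limit read from the data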
ABHD4 inh – ABHD4 inhibitors, primary screen, biochemical, fluorescence polarization, mouse; 370,000 tested, 0.54% active; AID 720543, 2013; inhibition, % at 8.92 µM; purified mABHD4, FP-Rh probe fluorescence polarization;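 active = inhibition exceeding the mean over every tested compound plus 3 SD, cut at about 30% in these data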;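 also: 0% = plate median of compound wells and 100% = S159A mutant with DMSO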
Target sequence (Q8VD66 whole entry, looked up): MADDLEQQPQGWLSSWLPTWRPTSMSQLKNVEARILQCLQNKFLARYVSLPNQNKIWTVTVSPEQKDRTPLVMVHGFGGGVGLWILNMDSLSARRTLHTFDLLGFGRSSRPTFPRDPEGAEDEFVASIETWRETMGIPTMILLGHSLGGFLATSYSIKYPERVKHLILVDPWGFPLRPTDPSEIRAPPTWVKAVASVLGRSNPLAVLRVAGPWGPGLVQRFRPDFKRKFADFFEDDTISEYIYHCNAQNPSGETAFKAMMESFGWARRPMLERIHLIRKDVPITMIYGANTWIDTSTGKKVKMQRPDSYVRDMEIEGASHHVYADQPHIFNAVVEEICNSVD
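Assay system: wild-type mouse ABHD4 protein; compound: single nominal dose of 8.92 µM, 0.89% DMSO final; schedule: 45 min + 60 min at 25 °C; measured by: FP readout, ex 525 nm / em 598 nm; evaluation: % inhibition of FP-Rh probe binding versus controls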
* = called active by the depositor; / = not tested or not shown. A portion of the library, so the mix of outcomes need not match the whole.

SMILES	rCAG binder	MBD2 inh	HTRA1 inh	LEDGF integ inh	TCR-CD3 inh	Rev-erbA mod	UHRF1 binding	PG9 binder	PRMT1 inh	ABHD4 inh
CC(C)CCN1C(=O)c2ccc(C(=O)Nc3ccccc3C(=O)O)cc2C1=O	54.8*	0.3	-11.8	2.5	8.7	4.0	-1.6	1.0	0.4	-3.7
Cc1cc2oc(C(=O)N(Cc3ccc(N(C)C)cc3)CC3CCCO3)c(C)c2cc1C (stereo unspecified)	0.6	3.1	-11.3	-6.9	-7.4	7.5	2.8	-2.7	1.5	5.9
COc1ccc(C2NC(=O)c3ccccc3O2)c(OC)c1OC (stereo unspecified)	-4.9	4.5	-0.1	0.8	2.1	-0.1	-0.2	0.9	2.4	-0.7
Cc1ccc(C(=O)CCC(=O)N(C)CC(=O)Nc2ccccc2Br)cc1	-8.2	8.3	-4.4	1.3	-7.5	2.1	0.7	-3.6	-0.7	-11.2
CSc1ccc(CCNC(=O)CCc2nnc3ccc(NCCCN4CCCC4=O)nn23)cc1	-4.2	-1.2	-2.0	-1.7	3.7	4.7	-0.6	-2.4	0.7	4.5
Cc1nc2nc(C)c(CCC(=O)N3CCOCC3)c(C)n2n1	-1.1	-0.4	3.4	0.8	7.0	1.2	-1.0	-4.7	1.0	-6.0
COC(=O)c1cn(-c2ccc(-c3noc4c3C(=O)N(CC(=O)N3CCOCC3)CC4)cc2)nn1	2.4	11.5	/	2.9	/	-5.5	7.5	/	1.9	-5.2
O=C(Nc1nccs1)C1(C(=O)C2CC2)CC(c2ccccn2)=NO1 (stereo unspecified)	0.5	0.5	/	-0.8	/	6.6	-1.2	/	2.5	0.9
CN(C)c1nnnn1-c1ccc(Oc2ncc(C(F)(F)F)cc2Cl)cc1	-6.8	-2.7	7.5	-1.7	9.7	-0.8	-4.4	-2.6	-1.8	0.6
Cc1ccc(CN(C)C(=O)C2CCC(=O)N(CC3CCCCC3)C2)o1 (stereo unspecified)	-1.7	-5.6	5.5	-0.9	2.8	-1.7	-1.5	-3.2	4.7	3.7
COc1cc(C2C(C#N)=C(N)N(c3cccnc3)C3=C2C(=O)CC(C)(C)C3)ccc1O (stereo unspecified)	4.2	-3.6	3.0	0.0	3.8	0.7	-2.6	-1.6	-0.2	8.7
O=S(=O)(O)c1nc2ccccc2n1Cc1ccccc1	5.7	10.5	0.6	-2.2	-0.8	2.6	5.5	0.1	6.6	-3.6

Next part; the last 2 above are carried over.
SMILES	rCAG binder	MBD2 inh	HTRA1 inh	LEDGF integ inh	TCR-CD3 inh	Rev-erbA mod	UHRF1 binding	PG9 binder	PRMT1 inh	ABHD4 inh
COc1cc(C2C(C#N)=C(N)N(c3cccnc3)C3=C2C(=O)CC(C)(C)C3)ccc1O (stereo unspecified)	4.2	-3.6	3.0	0.0	3.8	0.7	-2.6	-1.6	-0.2	8.7
O=S(=O)(O)c1nc2ccccc2n1Cc1ccccc1	5.7	10.5	0.6	-2.2	-0.8	2.6	5.5	0.1	6.6	-3.6
O=C(NCCCN=C1NS(=O)(=O)c2ccccc21)c1ccco1	2.9	5.3	2.1	-5.5	1.1	-1.0	-2.5	-0.6	1.1	12.2
CN1CCN(c2ccc(S(=O)(=O)N3CCCCC3)cc2NC(=O)COc2ccc([N+](=O)[O-])cc2)CC1	0.0	3.6	-4.5	-1.9	-1.1	-4.8	-0.4	-1.3	0.2	12.2
COc1ccc(NC(=O)Cc2nnc(SCC(=O)NC3CCCC3)n2C)cc1	-4.0	2.0	5.4	-2.1	2.9	-11.9	-1.7	-0.9	-1.5	-3.4
CC(C)CN(C(=O)CSc1nc2ccccc2[nH]1)C1CCS(=O)(=O)C1 (stereo unspecified)	1.1	-1.8	1.3	0.0	10.1	7.2	-1.5	-2.7	-5.2	1.6
CC1CN=C(Nc2cccc(S(=O)(=O)N(C)C)c2)S1 (stereo unspecified)	-3.0	2.9	1.5	-6.4	7.2	0.9	-0.4	-0.1	3.1	4.7
COc1ccccc1C(=O)N1CCNC(=O)C1CC(=O)Nc1ccc(Cl)cc1 (stereo unspecified)	-3.2	-2.7	15.4	4.2	0.3	-4.8	-0.3	1.3	-1.7	9.7
COc1ccc(C2CC(c3ccccc3)=NN2C(=O)COC(=O)c2ccc(S(C)(=O)=O)cc2)cc1 (stereo unspecified)	-1.0	-7.5	-6.0	1.4	7.5	1.0	1.3	-0.7	-4.3	-7.3
COc1cc2c(cc1OC)CN(C(=O)NS(=O)(=O)c1ccc(C)cc1)CC2	0.6	2.8	-6.0	0.6	-1.0	3.1	-2.1	-1.1	-1.3	4.2
Cc1ccc(S(=O)(=O)N2CCOCC2)cc1NC(=O)C1=NN(c2ccccc2)C(=O)CC1	-0.8	0.8	2.1	-1.0	-2.4	0.3	0.9	-1.4	-0.5	3.7
CSc1ccccc1C(=O)Nc1ccccc1C	3.7	-1.2	6.2	0.7	10.9	8.7	1.3	-1.0	0.8	-2.0
COC(=O)Cn1c(=O)c(C)nc2ccccc21	-2.5	1.4	6.1	4.4	0.1	-2.4	-2.0	0.1	-3.3	-6.8
COc1ccc(S(=O)(=O)NC(=O)C2(C)CCN2C(=O)c2ccc(C(F)(F)F)nc2C)cc1 (stereo unspecified)	0.7	-1.2	/	-1.7	3.2	-3.0	-1.8	0.4	0.3	5.4

A few values from the entries so far:
For HTRA1 inh, `CN(C)c1nnnn1-c1ccc(Oc2ncc(C(F)(F)F)cc2Cl)cc1` has the entry 7.5
For HTRA1 inh, `Cc1ccc(CN(C)C(=O)C2CCC(=O)N(CC3CCCCC3)C2)o1` (stereo unspecified) has the entry 5.5
For MBD2 inh, `COc1ccccc1C(=O)N1CCNC(=O)C1CC(=O)Nc1ccc(Cl)cc1` (stereo unspecified) has the entry -2.7
For HTRA1 inh, `CSc1ccc(CCNC(=O)CCc2nnc3ccc(NCCCN4CCCC4=O)nn23)cc1` has the entry -2.0

(next part)
SMILES	rCAG binder	MBD2 inh	HTRA1 inh	LEDGF integ inh	TCR-CD3 inh	Rev-erbA mod	UHRF1 binding	PG9 binder	PRMT1 inh	ABHD4 inh
COc1cc(C(=O)Nc2ccc(S(=O)(=O)N3CCCCC3C)cc2)cc(OC)c1OC (stereo unspecified)	-0.3	5.0	-32.9	-1.5	-2.8	-5.3	0.7	-0.4	3.8	-18.3
O=C(CSc1ncn[nH]1)N/N=C/c1ccc(C(F)(F)F)cc1	-4.2	2.7	-1.4	-2.6	-2.0	-4.8	4.5	-0.3	5.9	-16.4
CCN1C(=O)CC(C(=O)NCCc2ccc(S(N)(=O)=O)cc2)SC1=Nc1ccc(OC)cc1 (stereo unspecified)	0.9	-0.4	-3.0	-5.7	-0.8	1.7	2.6	0.8	2.8	7.8
CCOc1cc(C2/C(=C(/O)c3ccc(S(=O)(=O)N4CCCCC4)cc3)C(=O)C(=O)N2CCOC)ccc1O (stereo unspecified)	8.8	-5.6	1.2	-2.8	0.2	1.2	-3.0	0.2	28.9*	5.8
O=C(COc1ccccc1[N+](=O)[O-])Nc1ccc2c(c1)OCO2	6.5	-3.7	5.3	0.0	-1.9	-4.6	-4.8	-0.6	-2.0	3.7
O=C(N/N=C/c1cccnc1)c1ccc(NC(=O)C(c2ccccc2)c2ccccc2)cc1	14.0	-1.2	-36.2	0.6	-2.6	-4.3	-0.2	-2.7	4.6	-22.6
CCC1Oc2ccc(C)cc2N(CC(=O)N(Cc2ccc(C)o2)C2CCCC2)C1=O (stereo unspecified)	-2.6	3.7	-12.5	1.0	-2.6	3.6	1.4	-1.2	46.7*	-6.0
CN(C)c1cccc(C(=O)OCC(=O)Nc2ccccc2-c2ccccc2)c1	-0.1	-3.0	-11.5	1.4	-9.3	6.9	2.3	-0.9	2.6	-0.2
Cc1oc(-c2ccccc2F)nc1CS(=O)(=O)CC(=O)NCCCN(C)C1CCCCC1	2.8	-3.8	2.3	3.5	-0.9	3.4	2.4	0.7	-1.1	-0.8
O=C(NC(Cc1c[nH]c2ccccc12)C(=O)O)/C(=C/c1ccc(F)cc1)NC(=O)c1ccccc1 (stereo unspecified)	21.2	-4.1	0.7	3.5	4.1	-7.8	-3.3	-1.5	2.8	2.9
O=C(O)COc1c(-c2ccccc2)oc2ccccc2c1=O	3.0	0.1	6.0	4.2	2.2	8.0	5.8	-1.1	-3.1	-10.4
CC1(C)CC(=O)C(CC(=O)Nc2ccc(S(N)(=O)=O)cc2)=C(O)C1	-1.4	1.8	4.6	4.8	-3.0	0.3	4.8	0.6	2.4	0.0

Entries from the list above that contain an NH in an aromatic ring (3):
SMILES	rCAG binder	MBD2 inh	HTRA1 inh	LEDGF integ inh	TCR-CD3 inh	Rev-erbA mod	UHRF1 binding	PG9 binder	PRMT1 inh	ABHD4 inh
CC(C)CN(C(=O)CSc1nc2ccccc2[nH]1)C1CCS(=O)(=O)C1 (stereo unspecified)	1.1	-1.8	1.3	0.0	10.1	7.2	-1.5	-2.7	-5.2	1.6
O=C(CSc1ncn[nH]1)N/N=C/c1ccc(C(F)(F)F)cc1	-4.2	2.7	-1.4	-2.6	-2.0	-4.8	4.5	-0.3	5.9	-16.4
O=C(NC(Cc1c[nH]c2ccccc12)C(=O)O)/C(=C/c1ccc(F)cc1)NC(=O)c1ccccc1 (stereo unspecified)	21.2	-4.1	0.7	3.5	4.1	-7.8	-3.3	-1.5	2.8	2.9

Remaining list, next part
SMILES	rCAG binder	MBD2 inh	HTRA1 inh	LEDGF integ inh	TCR-CD3 inh	Rev-erbA mod	UHRF1 binding	PG9 binder	PRMT1 inh	ABHD4 inh
COCCN(C(=S)Nc1c(C)cccc1C)C(C)c1cccs1 (stereo unspecified)	-2.3	-1.1	2.0	4.7	-2.8	0.2	1.4	2.2	-1.6	-4.3
COc1ccc(C2=C(Nc3ccc(F)cc3)c3ccccc3C2=O)cc1	3.3	4.9	-0.8	-4.8	5.7	-9.1	-3.3	-1.4	2.6	18.3
C[C@H](CO)N1C[C@H](C)[C@@H](CN(C)S(=O)(=O)c2ccc(F)cc2)Oc2ccc(NC(=O)Nc3ccc(C(F)(F)F)cc3)cc2C1=O	9.1	-0.2	-141.6	-5.1	22.3*	0.3	-2.2	0.3	-0.8	-102.1
NS(=O)(=O)c1cccc(NC(=O)CC(NC(=O)c2ccccc2Cl)c2ccccc2)c1 (stereo unspecified)	5.8	-0.9	-4.8	6.3	0.6	1.3	1.6	-0.6	-6.8	1.0
CCNC(=S)NNC(=O)c1csc2c1CCC(C)C2 (stereo unspecified)	3.0	-3.3	-1.0	1.2	3.3	2.6	-1.3	0.1	-2.6	2.4
CCOC(=O)C1=C(O)CSC1=Nc1cccc(Cl)c1	-1.1	0.1	3.1	-3.2	2.1	-0.2	-1.3	-0.1	-2.5	3.5
COc1ccc(N2C(=O)C3C4C=CC(C5CC45)C3C2=O)c([N+](=O)[O-])c1 (stereo unspecified)	0.6	-6.8	-0.4	0.7	-5.5	0.9	-1.0	-0.4	0.6	1.6
OC(c1cccs1)(c1cccs1)C1C[N+]2(CF)CCC1CC2 (stereo unspecified)	1.0	1.0	-0.8	-1.8	8.3	-5.2	-0.3	-1.0	1.0	2.9
